Screening data (PubChem BioAssay)
Growth percent in the NCI-60 one-dose screen (48 h, 10 µM unless noted): 100 = growth as untreated, 0 = no growth, -100 = all killed.
SR: SR leukemia cells | hit rate 8.7% among 73,000 | AID 1794780
CCRF-CEM: CCRF-CEM leukemia; hit rate 7% among 77,000; AID 1794778
K-562: K-562 leukemia. hit rate 7.4% among 78,000. AID 1794777
HOP-62: HOP-62 NSCLC; hit rate 3.9% among 80,000; AID 1794735
HOP-92: HOP-92 NSCLC cells; hit rate 6.3% among 71,000
EKVX: EKVX NSCLC; hit rate 3% among 71,000; AID 1794765
MOLT-4: MOLT-4 leukemia cells; hit rate 6.9% among 80,000
RPMI-8226: RPMI-8226 leukemia cells. hit rate 7.5% among 77,000. AID 1794781
The depositor's hits bear a star; · = no result given; & = joins results of further samples; ! = not active in a repeat; [ ] = another dose, or the depositor's remark. How the source made its calls: active means growth percent below 10; inactive means the rest.

The opening 3 compounds (preview)
SMILES	SR	CCRF-CEM	K-562	HOP-62	HOP-92	EKVX	MOLT-4	RPMI-8226
CC(C)(C)OC(=O)n1cc(-c2nc(-c3c[nH]c4c(Cl)nccc34)cs2)c2ccccc21	34	90	83	90	83	78	75	93
O=C1Nc2ccccc2/C1=C/c1cn(-c2nc(N3CCCCC3)nc(N3CCOCC3)n2)c2ccccc12	99	97	105	·	93	92	108	100
N/C(=N\c1nc2c(Cl)cccc2s1)C(Cl)(Cl)Cl	94	97	91	41	64	53	92	53

Results, from the first entry:
SMILES	SR	CCRF-CEM	K-562	HOP-62	HOP-92	EKVX	MOLT-4	RPMI-8226
CC(C)(C)OC(=O)n1cc(-c2nc(-c3c[nH]c4c(Cl)nccc34)cs2)c2ccccc21	34	90	83	90	83	78	75	93
O=C1Nc2ccccc2/C1=C/c1cn(-c2nc(N3CCCCC3)nc(N3CCOCC3)n2)c2ccccc12	99	97	105	·	93	92	108	100
N/C(=N\c1nc2c(Cl)cccc2s1)C(Cl)(Cl)Cl	94	97	91	41	64	53	92	53
COC1=CC(c2ccc[nH]2)=N/C1=C\c1[nH]c(C)c(C(=O)OC(C)C)c1C	12	13	2.1*	-21*	-33*	-42*	-5.6*	-35*
O=C(O)CCC/C=C\C[C@H]1C=CC(=O)/C1=C/C[C@@H](O)CCc1cccc(C(F)(F)F)c1	-7.7*	4.1*	3.7*	-32*	-21*	38	-8.1*	·
O=[N+]([O-])c1cc(/C=N/N2CCCCCC2)ccc1Cl	100&93	87	109&90	98&106	78	86&96	97&93	·
Cc1c(O)c(=O)ccn1-c1ccc(C=O)cc1	·	102	109	96	106	97	101	104
COc1ccc(C2=NN(C(C)=O)C(c3cc(OC)c(OC)c(OC)c3)C2)cc1 (stereo unspecified)	-9.8*	76	75	105	·	95	118	94
COc1cccc(NC(=O)c2sc3nc(C)c(C(O)c4ccccc4)cc3c2N)c1 (stereo unspecified)	6.7*	14	6.5*	32	59	48	12	14
N#C/C(=C/c1ccccc1)c1nnc(NC(=O)c2ccc(-n3c(=O)[nH]c4ccccc4c3=O)cc2)s1	80	100	102	113	119	101	103	110
Cc1ccnc2c1ccc1c(C)ccnc12	4.3*	14	12	6.1*	45	22	3.4*	17
CCOC(=O)C1=C(C(=O)c2ccccc2)C(c2ccc([N+](=O)[O-])cc2)C(C(=O)c2ccccc2)=C(C(=O)OCC)N1	·	66	52	99	65	57	64	66
CN1C(=O)N(C)C2C1NN=C1SC(C(=O)O)=CC(=O)N12 (stereo unspecified)	104	103	108	101	99	·	113	109
C[N+]1(C)CCCC(C#CC[N+]2(C)CCCC2)C1 (stereo unspecified)	99	83	105	80	92	95	87	94
CC1CCCC(C)C1CO (stereo unspecified)	103	·	107	105	99	99	·	102
CCOC(=O)Nc1ccc2c(ccn2C(=O)c2cccc(F)c2)c1	17	17	14	35	76	44	30	25
O=C1CCC(=O)N1c1ccccc1	101	91	127	99	83	123	117	93
COc1ncnc2c(-c3ccccc3)cn(COCc3ccccc3)c12	18	41	30	76	-0.4*	41	7.9*	29
Cc1nc(Nc2cccc(Nc3nc(C)c(N=Nc4ccccc4)s3)c2)sc1N=Nc1ccccc1	·	88	67	91	104	83	67	109
CC(O)C(NC(=O)C(Cl)Cl)C(=O)O (stereo unspecified)	101	101	103	96	88	117	94	104
C=C1C(=O)O[C@H]2[C@H]1CC/C(COC(=O)NCc1ccc(Cn3c(=O)sn(-c4ccc(Cl)cc4)c3=O)cc1)=C\CC[C@@]1(C)O[C@@H]21	72	0.5*	6.2*	106	45	100	23	4.3*
Fc1cccc(-c2ncc(-c3ccccc3)o2)c1	99	101	111	119	78	·	107	108
Cc1nn(-c2ccccc2)cc1/C=C1\SC(=S)NC1=O	86	82	86	96	57	89	99	·
CCCCCCCCC(C)C(=O)N1CCCC1C(=O)N1C(CC(=O)CC)CC(C)CC1C(=O)NC(C)C(=O)NC(C)(C)C(=O)NC(C)(C)C(=O)NC(C(=O)NC(C)C(=O)NC(C)(C)C(=O)NC(C)(C)C(=O)NC(C)CN(C)CCO)C(C)CC (stereo unspecified)	-44*	-33*	-52*	-81*	-24*	-25*	-41*	-42*
CC(=O)OCC1(C)OC(=O)N(Cc2ccccc2F)C1=O (stereo unspecified)	97	99	98	106	90	104	105	103
Cc1ccc2c(c1)nc(-c1ccccc1)n2CC(=O)N=Nc1c(O)[nH]c2ccccc12	65	79	61	96	59	75	48	55
NS(=O)(=O)c1ccc(NC(=S)NC(=O)c2ccccc2)cc1	·	107	·	91	86	99	·	95
CCCC1CCCCN1C(=O)OC (stereo unspecified)	·	97	92	122	100	110	86	107
CN1CCN(C(=O)[C@]23CCC(C)(C)C[C@H]2C2=CC[C@@H]4[C@@]5(C)C/C(=C/c6cccnc6)C(=O)C(C)(C)[C@@H]5CC[C@@]4(C)[C@]2(C)CC3)CC1	16	33	11	85	41	79	20	19
O=C(Nc1ccccc1C1=NCCN1)c1ccc(C(=O)Nc2ccccc2C2=NCCN2)cc1	93	104	100	101	106	102	93	107
Nc1ccc(N(O)/C=C2\C=CC=CC2=O)cc1	115	74	127	103	94	110	100	87
CN(C)c1ccc(/C=N\NC(=O)c2ccncc2)cc1	90	99	107	98	103	104	94	107
CCNC(=S)Nc1ccc(S(=O)(=O)Nc2ccc(Cl)nn2)cc1	106	102	103	105	110	103	107	113
Cc1ccc(S(=O)(=O)NCCNc2cc(-c3cn(C(C)(C)C)nc3-c3cccc(F)c3)ccn2)cc1	47	·	54	100	92	85	68	71
CCCCS(=O)(=O)O	100	81	100	95	95	·	102	103
COc1ccc(-n2nc(C(=O)N/N=C\c3ccc(F)cc3)cc2-c2ccc(Br)cc2)cc1	·	91	63	85	70	87	83	97
COc1cc(OC)c(N(C)C(=O)c2cc3c(s2)-c2ccccc2S(=O)(=O)C3)cc1Cl	87	97	93	103	112	·	87	82
O=C(O)c1nc(-c2cccc(Cl)c2)nc2ccccc12	103	103	105	93	88	99	99	103
CCOC(=O)c1c(C)nc(C)c(C(=O)OCC)c1-c1cccc([N+](=O)[O-])c1	·	108	111	102	84	124	105	102
Cn1c2ccccc2c2nn(Cc3ccccc3)c(=O)nc21	98	102	109	94	·	·	105	101
COc1cc(-c2nnc(SCc3ccc(O)c4ncccc34)n2-c2ccccc2)cc(OC)c1OC	16	5.9*	4.8*	6.4*	-12*	4.3*	5.0*	3.3*
CCCCc1nc(Cl)c(C2CC(c3ccc(Cl)cc3)=NN2C(C)=O)[nH]1 (stereo unspecified)	85	98	95	99	92	93	75	94
CC(C)=C[C@@H]1CC2Cc3ccc(Cl)c(C)c3N1O2 (stereo partly specified)	89	90	91	88	·	92	76	101
CN(CCCO)Cc1ccccc1	94	102	97	110	91	114	90	103
COc1cccc(/C=C2\SC(N3CCN(c4ccccn4)CC3)=NC2=O)c1	90	63	82	94	93	·	90	86
COc1cc2c(c(OC)c1OC)-c1ccc(NNC(=S)N(Cc3cccc(C[N+](Cc4cccc(CNC56CC7CC(CC(C7)C5)C6)c4)(Cc4cccc(CNC56CC7CC(CC(C7)C5)C6)c4)Cc4cccc(CN(C(=S)NNc5ccc6c(cc5=O)[C@@H](NC(C)=O)CCc5cc(OC)c(OC)c(OC)c5-6)C56CC7CC(CC(C7)C5)C6)c4)c3)C34CC5CC(CC(C5)C3)C4)c(=O)cc1[C@@H](NC(C)=O)CC2 (stereo partly specified)	-50*	-6.5*	·	49	-5.9*	45	-17*	-47*
CN(C)NCC(O)COc1ccc(Cl)cc1 (stereo unspecified)	113	101	99	88	91	·	94	96
CCc1nnc(NC(=O)c2cc(-c3cc(Cl)ccc3Cl)oc2C)s1	84	96	83	11	64	85	100	79

Sorted by count of non-hydrogen atoms (high to low): part of the list above.
SMILES	SR	CCRF-CEM	K-562	HOP-62	HOP-92	EKVX	MOLT-4	RPMI-8226
CCc1nnc(NC(=O)c2cc(-c3cc(Cl)ccc3Cl)oc2C)s1	84	96	83	11	64	85	100	79
Cn1c2ccccc2c2nn(Cc3ccccc3)c(=O)nc21	98	102	109	94	·	·	105	101
CC(C)=C[C@@H]1CC2Cc3ccc(Cl)c(C)c3N1O2 (stereo partly specified)	89	90	91	88	·	92	76	101
CN(C)NCC(O)COc1ccc(Cl)cc1 (stereo unspecified)	113	101	99	88	91	·	94	96

(more compounds)
SMILES	SR	CCRF-CEM	K-562	HOP-62	HOP-92	EKVX	MOLT-4	RPMI-8226
COc1cc(CNC(=O)/C=C/c2ccc3c(c2)OCO3)ccc1OCc1cn(-c2cccc(C(F)(F)F)c2)nn1	42	52	25	1.5*	-37*	6.7*	49	41
C[N+](C)(C)CC(=O)N/N=C/c1ccc2c(c1)OCO2	·	99	96	117	88	103	101	101
N#CC(c1ccccc1)N(CCCCCCN(C(=O)c1ccccc1)C(C#N)c1ccccc1)C(=O)c1ccccc1 (stereo unspecified)	94	100	101	101	89	92	90	95
CCN(CC)CCOc1ccc(/C(=C(/C)c2ccccc2)c2ccc(OC(C)=O)cc2)cc1	112	94	87	106	81	96	106	100
N#C/C(=C\c1c(Cl)cccc1Cl)c1nc2ccccc2[nH]1	54	99	78	87	85	97	·	68
Clc1ccc2c(NCCCN3CCN(c4nc(N5CCOCC5)nc5ccccc45)CC3)ccnc2c1	·	4.4*	-46*	43	12	26	·	-39*
CCN1CCN(Cc2ccc(NC(=O)c3cccc(-n4cc(-c5ccc(NC(C)=O)nc5)nn4)c3)cc2C(F)(F)F)CC1	·	39	-28*	121	73	105	80	81
CC(C(O)C(F)(F)F)[N+](=O)[O-] (stereo unspecified)	114	97	115	94	83	·	113	98
O=c1nc2[nH]c3ccc(Br)cc3c2n[nH]1	101	106	93	102	72	·	108	103
CCCCCCCCCCCC[n+]1ccccc1	-21*	1.5*	6.1*	-8.3*	-25*	5.6*	-19*	-39*
CSc1nc2ncc([N+](=O)[O-])c(=O)n2[nH]1	107	100	104	99	52	100	129	107
Cc1nc(Nc2ccc(NC(=S)Nc3ccccc3)cc2)nc2nc(Nc3ccc(S(=O)(=O)O)cc3)[nH]c(=O)c12	48	85	71	105	76	111	90	79
Cc1cc(NN=C(c2ccc(O)cc2)c2ccc(O)cc2)c([N+](=O)[O-])cc1[N+](=O)[O-]	85	119	99	54	40	15	108	123
Cc1ccc([C@H]2C(C(=O)c3ccc(Cl)cc3)C3(N[C@@H]2c2ccccc2)C(=O)Nc2ccc(Br)cc23)cc1 (stereo partly specified)	2.2*	69	27	70	22	65	8.7*	41
N#Cc1c(-c2ccc(Cl)cc2)nc(NS(=O)(=O)c2ccccc2)nc1N1CCOCC1	92	98	103	97	105	95	95	92
COc1cc(OC)cc(C(=O)Nc2ccc(NCCN3CCOCC3)nc2)c1	106	103	108	106	103	109	112	104
CC1=CC(=C(c2ccc(N)cc2)c2ccc(N)cc2)C=CC1=N	25&15	36&19	24&21	21&31	2.2*!	46&16	52&10	-16*!
CCCn1cc(/C=N\N=C2\C(=O)Nc3ccc(C)cc32)c2ccccc21	12	-0.6*	18	75	37	50	-9.9*	-25*
Fc1ccccc1Cc1cn2cc(-c3ccc(Cl)cc3)nc2s1	72	89	80	104	104	90	89	92
Nc1ncnc2[nH]c(=S)[nH]c12	·	97	103	112	·	106	95	97
Cc1ccc2c(c1)sc1nc(-c3c[nH]c4ccccc34)c(Nc3ccccc3)n12	97	107	94	96	101	101	99	102
O=C(C(=O)c1ccc(O)cc1O)c1ccc(O)cc1O	56	87	66	91	82	82	70	87
COc1cccc2c(=O)c3c(sc12)c(NCCN(C)C)nc1ccccc13	-21*	21	-60*	27	-3.8*	26	-15*	-20*
O=C(O)CSC1(SCC(=O)O)CCCCC1	·	106	85	101	89	96	96	103
O=C1C=C(c2ccccc2)SC2c3cccn3CCN12 (stereo unspecified)	100	93	103	111	·	105	91	95
CC(C)CN1CC(C(=O)Nc2ccc3c(c2)-c2ccccc2C3)CC1=O (stereo unspecified)	63[50 µM]	74[50 µM]	65[50 µM]	51[50 µM]	58[50 µM]	71[50 µM]	62[50 µM]	55[50 µM]
C=C(C)[C@@H]1CC[C@]2(C#N)CC[C@]3(C)[C@H](CC[C@@H]4[C@@](C)(CC/C(N)=N/O)[C@H](C(=C)C)CC[C@]43C)[C@@H]12	58	86	61	99	82	·	75	75
COc1ccc(/C=N\NC(=O)c2cc(-c3ccc(Cl)cc3)n(-c3ccc(S(N)(=O)=O)cc3)n2)cc1	·	104	78	69	63	95	88	106
O=C(O)CCCn1c(O)c(/C=C2/C=c3cc4c(cc3=NC2=O)OCO4)sc1=S	·	104	107	103	108	97	102	104
CC(=O)/C(=C\c1c(-c2ccccc2)[nH]c2ccccc12)S(=O)(=O)c1ccccc1	-36*	·	-53*	6.4*	·	28	-35*	·
C1CCN(C2=NCCN2)CC1	99	108	87	107	95	103	93	·
CN(C)c1ccc2c(c1)c1cc(N(C)C)ccc1n2Cc1ccccc1	109	91	90	79	96	88	100	87
CCCCCCCCCCCCC(NC(C)=O)(C(=O)OCC)C(=O)OCC	·	76	40	90	63	72	86	20
C=C(C)[C@@H]1CC[C@]2(COC(C)=O)CC[C@]3(C)[C@H](CC[C@@H]4[C@@]5(C)CC[C@H](NCOC(C)=O)C(C)(C)[C@@H]5CC[C@]43C)[C@@H]12	46	75	48	87	77	94	54	51
COc1ccc(-c2nc(N/N=C/c3ccc[nH]3)nc(N3CCOCC3)c2C#N)cc1	21	67	75	100	65	84	57	63
Clc1ccc(OCc2nc(-c3ccccc3)n[nH]2)c(Cl)c1	97	86	111	87	91	94	99	94
